Compound activity as filed in PubChem.
TRPV1 agonist: activates the human vanilloid receptor TRPV1 | hit rate 0.19% among 320,000 | activation, % at 8.33 µM | Q8NER1 | TRPV1-expressing cells, Fluo-8 calcium influx, agonist mode | AID 540275; in the data active means activation above about 80%; inconclusive means between about 30% and that limit; further: 0% is about no effect
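Fluo-8 calcium influx in TRPV1-expressing cells, kinetic read (ex 480/em 520 nm). Compound added and read 3 min for agonist activity, followed by capsaicin at EC20 final and 2 min further read for enhancement.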
USP2a block: blocks human ubiquitin-specific protease USP2a; USP2 core, Ub-CHOP2 coupled fluorogenic reporter, 485/531; Potency, µM (highest dose often 38.3 µM), for the others: at the top dose activity change, negative = inhibition, usual class: inhibitors; hit rate 0.01% among 330,000;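 further: potency means the concentration at half of the fitted maximal effect; plate controls were DMSO wells for no effect and full inhibition by NEM control for full effect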
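Cell-free coupled assay: 10nM USP2 core preincubated 30min RT with compound in Tris-HCl pH 8.0/CaCl2/CHAPS buffer, then 25nM Ub-CHOP2 and 25nM reporter substrate; fluorescence (Ex 485/Em 531) read after 60min RT, normalized to NEM inhibition, concentration-response curves fitted.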
Integrin act MD: activates integrin-mediated alleviation for muscular dystrophy; alpha7betagal myoblasts, beta-gal FDG fluorescence, 48 h; Potency, µM (doses to about 38.3 µM), inactives show at the highest dose activation, hits mostly activators; AID 624291; hit rate 0.064% among 350,000;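 further: potency means the concentration at half of the fitted maximal effect; 100% = response of the positive control SU9516; nearly all actives have a fitted effect of over 60% in size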
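alpha7betagal+/- myoblasts (passage 13, 250/well) treated 48 h at 37C with compounds at 1:260 dilution of DMSO stock. Lysed, then beta-galactosidase activity read as FDG fluorescence (ex 480/em 540) after 30 min, with pre-read for autofluorescence.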
p53 reactivation: mutant p53 re-activation in reporter cells; H1299 p53-A138V BP100-luciferase reporter, luminescence, 24 h; Potency, µM (series often up to 92.2 µM), for the others: top-dose activity change, positive = activation, actives largely listed as activators; hit rate 0.063% among 320,000; AID 504706; further: potency means the concentration at half of the fitted maximal effect; % of control where 0% means no effect; nearly all actives have a fitted effect of over 45% in size
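p53-null H1299 cells stably carrying temperature-sensitive p53-A138V and a BP100-luciferase reporter were pinned with compounds (4-point, 1:5 series) and held 24 hrs at 37 deg C. Luminescence was read 10 min after detection reagent.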
Eya2 inh: Eya2 (human) phosphatase inhibition. O00167. recombinant Eya2, OMFP fluorescence dephosphorylation (OMFP is methylfluorescein phosphate). Potency, µM (series often up to 76.9 µM), for inactives: top-dose activity, negative = inhibition, actives largely listed as inhibitors. hit rate 0.006% among 330,000. AID 488837; further: potency means the concentration at half of the fitted maximal effect; on the % scale 0 is the no-effect control and ±100 the full control effect
Target sequence (O00167 whole entry, looked up): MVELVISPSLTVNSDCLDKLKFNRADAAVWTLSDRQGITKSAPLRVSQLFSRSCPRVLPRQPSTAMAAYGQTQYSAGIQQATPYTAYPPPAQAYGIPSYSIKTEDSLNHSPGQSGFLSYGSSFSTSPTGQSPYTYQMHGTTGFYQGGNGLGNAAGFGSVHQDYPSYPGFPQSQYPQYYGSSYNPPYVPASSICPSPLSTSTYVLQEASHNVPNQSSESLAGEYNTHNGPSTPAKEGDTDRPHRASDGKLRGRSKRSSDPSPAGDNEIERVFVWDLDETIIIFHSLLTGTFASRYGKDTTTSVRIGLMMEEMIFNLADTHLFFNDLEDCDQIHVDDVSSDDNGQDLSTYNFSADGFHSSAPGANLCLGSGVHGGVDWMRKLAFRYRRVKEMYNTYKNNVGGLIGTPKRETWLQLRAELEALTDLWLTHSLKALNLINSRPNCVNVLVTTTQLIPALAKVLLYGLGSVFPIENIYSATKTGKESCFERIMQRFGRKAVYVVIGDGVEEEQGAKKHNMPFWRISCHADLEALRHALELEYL
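Eya2 (0.2 uM) preincubated 10 min at ambient with compound, then OMFP substrate added at 50 uM; 10 min reaction in 50 mM HEPES pH 7.5, 50 mM NaCl, 5 uM MgCl2, 0.05% BSA, 1 mM DTT. Fluorescence read at Ex 485/Em 525 nm.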
ELG1 genotox: inducers of genotoxicity in HEK293T ELG1-luciferase cells; HEK293T ELG1-luciferase reporter, luminescence, 16 h; Potency, µM (top dose mostly 46 µM), inactives show at the top dose activity change, positive = activation, actives largely listed as activators; hit rate 1.3% among 330,000; AID 504466; further: potency means the concentration at half of the fitted maximal effect; % of control where 0% means no effect; nearly all actives have a fitted effect of over 60% in size
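16 hr compound incubation (37 °C, 5% CO2) of HEK293T cells carrying luciferase-tagged ELG1; luciferase then measured by ONE-Glo luminescence after 30 min at RT.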
TSG101-PTAP inh: blocks PTAP/TSG101 interaction to inhibit HIV-1 budding. Q99816. Fluorescence polarization, FITC-PTAP peptide / Tsg101 binding. Potency, µM (doses to about 115 µM), for inactives: at the top dose activity change, negative = inhibition, actives largely listed as inhibitors. 340,000 tested, under 10 active; active means well fitted inhibition curve with a large enough effect in the main read-out, with a control signal flat, not every such curve was filed as active; inconclusive means small, poorly fitted or top-dose-only effect, or effect the other way, or a change in a side signal; inactive means no such curve, though single readings can be large or run the other way; further: potency means the concentration at half of the fitted maximal effect; % of control where 0% means no effect
Target sequence (Q99816 whole entry, looked up): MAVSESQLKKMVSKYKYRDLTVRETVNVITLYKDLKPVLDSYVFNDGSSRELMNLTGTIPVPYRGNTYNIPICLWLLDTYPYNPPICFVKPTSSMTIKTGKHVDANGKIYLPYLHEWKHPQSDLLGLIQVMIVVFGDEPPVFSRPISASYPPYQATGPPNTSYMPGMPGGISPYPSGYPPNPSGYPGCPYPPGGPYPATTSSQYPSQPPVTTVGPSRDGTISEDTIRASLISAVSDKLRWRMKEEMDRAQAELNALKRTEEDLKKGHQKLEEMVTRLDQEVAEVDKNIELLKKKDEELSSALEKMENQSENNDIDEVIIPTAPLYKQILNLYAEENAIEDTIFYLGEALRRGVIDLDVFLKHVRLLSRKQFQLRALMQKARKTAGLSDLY
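Tsg101 binding domain (10 uM final) was mixed with compound and a FITC-labeled PTAP peptide (50 nM final) in HEPES pH 7.5 buffer with NaCl, Tween 20, EDTA and TCEP; fluorescence polarization was read after 20 min at r.t.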
ASM inhibitor: human S-ASM enzyme inhibition; P17405; Potency, µM (series often up to 57.5 µM), inactives show at the highest dose activity change, negative = inhibition, actives largely listed as inhibitors; placental ASM, HMU-PC fluorogenic substrate, 60 min; hit rate 0.006% among 340,000; further: potency means the concentration at half of the fitted maximal effect
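HMU-PC0 cleavage (9 uM final) by human placental ASM, 60 min at 37 °C following 10 min compound exposure at RT; stopped at pH 10, fluorescence Ex 386/Em 447 nm.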
B2AR arrestin: recruits beta-arrestin to the human beta2-adrenergic receptor; Potency, µM (top dose mostly 46.1 µM), inactives show at the top dose activation, usual class: activators; beta-arrestin recruitment to beta2AR, cell-based reporter; P07550; AID 492947; hit rate 0.02% among 330,000;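 further: potency means the concentration at half of the fitted maximal effect; 0% = DMSO controls and full agonism = EC100 isoproterenol or metaproterenol; nearly all actives have a fitted effect of over 65% in size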
uPA surface inh: inhibitors of cell surface uPA generation; cell surface uPA generation assay, qHTS; Potency, µM (series often up to 38.3 µM), for inactives: at the highest dose activity change, negative = inhibition, most hits filed as inhibitors; hit rate 0.31% among 330,000; active means well fitted inhibition curve with a large enough effect; inconclusive means small, poorly fitted or top-dose-only effect; inactive means no such curve, though single readings can be large or run the other way; tested in mouse RAW 264.7 cells; further: potency means the concentration at half of the fitted maximal effect; on the % scale 0 is the no-effect control and ±100 the full control effect; nearly all actives have a fitted effect of over 55% in size
BRCA1 expr up: increases BRCA1 expression; MCF7-BRCA1-FFLuc reporter, luminescence, 48 h; response scale: scaled: vehicle 0%, 10 µM genistein 100%; hit rate 1.1% among 380,000; Potency, µM (doses to about 46.1 µM), for the others: at the highest dose activation, actives largely listed as activators; further: potency means the concentration at half of the fitted maximal effect; nearly all actives have a fitted effect of over 80% in size; some results filed as inactive show a strong effect at the top dose
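Activators of BRCA1 expression were detected as increased firefly luciferase luminescence in engineered MCF7 cells after 48 h compound incubation. Signals were scaled to genistein 10 microM as full activation.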
An asterisk follows results filed as active; [ ] = remark or other dose. Unless noted, the call rests on the fitted dose curve; in most records, active means well fitted curve in the direction sought with a large enough effect; inconclusive means small, poorly fitted or top-dose-only effect, or another doubt; inactive means no such curve, though single readings can be large; an effect the other way counts as inactive or inconclusive.

What do the screens show for `COc1cccc2cc(C(=O)NCCc3ccccc3)c(=O)oc12`?
TRPV1 agonist: 0; USP2a block: 0%; Integrin act MD: -25%; p53 reactivation: 8%; Eya2 inh: 2%; ELG1 genotox: inconclusive; TSG101-PTAP inh: -2%; ASM inhibitor: 0%; B2AR arrestin: -0.5%; uPA surface inh: -4%; BRCA1 expr up: -5%

Results for Cc1ccc(N2CC(C(=O)NCc3cccs3)CC2=O)cc1C (stereo not given) ?
TRPV1 agonist: 9; USP2a block: 2%; Integrin act MD: 18%; p53 reactivation: 4%; Eya2 inh: 0%; ELG1 genotox: 0%; TSG101-PTAP inh: 0%; ASM inhibitor: 5%; B2AR arrestin: -0.4%; uPA surface inh: -2%; BRCA1 expr up: -4%

What do the screens show for `O=C(Nc1nc2c(s1)CCCC2)c1cc(-c2ccccc2)nc2ccccc12`?
TRPV1 agonist: 13; USP2a block: -6%; Integrin act MD: -6%; p53 reactivation: 0%; Eya2 inh: 1%; ELG1 genotox: 0%; TSG101-PTAP inh: -2%; ASM inhibitor: -4%; B2AR arrestin: -0.4%; uPA surface inh: -1%; BRCA1 expr up: 4%

What do the screens show for `OCC1N=C(c2ccccn2)OC1c1ccccc1` (stereo not given)?
TRPV1 agonist: -1; USP2a block: 1%; Integrin act MD: 0%; p53 reactivation: 5%; Eya2 inh: -24%; ELG1 genotox: 0%; TSG101-PTAP inh: -5%; ASM inhibitor: -1%; B2AR arrestin: -1.0%; uPA surface inh: -6%; BRCA1 expr up: 19%

What do the screens show for `Cc1ccccc1CC(=O)N1CCN(S(=O)(=O)c2ccc(Cl)s2)CC1`?
USP2a block: 0%; Integrin act MD: 19%; p53 reactivation: 0%; Eya2 inh: 1%; ELG1 genotox: -3%; TSG101-PTAP inh: -6%; ASM inhibitor: 4%; B2AR arrestin: -0.4%; uPA surface inh: -3%; BRCA1 expr up: -30%

Results for Cc1ccc2[nH]c(=O)c(CN(CCCN3CCOCC3)Cc3nnnn3C3CCCC3)cc2c1 ?
TRPV1 agonist: 1; USP2a block: 2%; Integrin act MD: 3%; p53 reactivation: -1%; Eya2 inh: 0%; ELG1 genotox: 3%; TSG101-PTAP inh: -13%; ASM inhibitor: 14%; B2AR arrestin: 0.0%; uPA surface inh: -11%; BRCA1 expr up: 2%

Results for CCCC(c1nnnn1Cc1ccco1)N1CCN(C2CCCC2)CC1 (stereo not given) ?
TRPV1 agonist: 1; USP2a block: -1%; Integrin act MD: 14%; p53 reactivation: -16%; Eya2 inh: 1%; ELG1 genotox: 0%; TSG101-PTAP inh: -4%; ASM inhibitor: 4%; B2AR arrestin: -0.4%; uPA surface inh: 4%; BRCA1 expr up: -2%

How did O=C(NCc1ccccn1)c1ccc(CNS(=O)(=O)c2cccc(C(F)(F)F)c2)cc1 do in these assays?
TRPV1 agonist: 1; USP2a block: -2%; Integrin act MD: 5%; p53 reactivation: 11%; Eya2 inh: 2%; ELG1 genotox: -3%; TSG101-PTAP inh: 0%; ASM inhibitor: 0%; B2AR arrestin: -0.1%; uPA surface inh: 3%; BRCA1 expr up: 0%

What do the screens show for `Cc1ccc(S(=O)(=O)N2CCOCC2)cc1-c1n[nH]c(=S)n1-c1ccccc1`?
TRPV1 agonist: 1; USP2a block: 2%; Integrin act MD: 1%; p53 reactivation: -4%; Eya2 inh: 1%; ELG1 genotox: 3%; TSG101-PTAP inh: -1%; ASM inhibitor: 4%; B2AR arrestin: 0.0%; uPA surface inh: 3%; BRCA1 expr up: -5%

Results for CN(C)CCCNC(=O)C1(O)c2cc(Br)ccc2NC(=O)N1c1ccc(Cl)cc1 (stereo not given) ?
TRPV1 agonist: -6; USP2a block: 1%; Integrin act MD: 14%; p53 reactivation: 1%; Eya2 inh: -3%; ELG1 genotox: 1%; TSG101-PTAP inh: 1%; ASM inhibitor: 4%; B2AR arrestin: 0.5%; uPA surface inh: 4%; BRCA1 expr up: -6%

How did O=C(Nc1ccc(F)cc1F)c1ccc(-n2cncn2)nc1 do in these assays?
TRPV1 agonist: 0; USP2a block: -5%; Integrin act MD: -7%; p53 reactivation: 10%; Eya2 inh: -24%; ELG1 genotox: 4%; TSG101-PTAP inh: -10%; ASM inhibitor: 1%; B2AR arrestin: -0.8%; uPA surface inh: 6%; BRCA1 expr up: 1%

How did CCOC(=O)COc1ccc(S(=O)(=O)c2ccc(OCC(=O)OCC)cc2)cc1 do in these assays?
TRPV1 agonist: -4; USP2a block: 1%; Integrin act MD: 21%; p53 reactivation: -5%; Eya2 inh: -6%; ELG1 genotox: 1%; TSG101-PTAP inh: -2%; ASM inhibitor: 1%; B2AR arrestin: -1.6%; uPA surface inh: 2%; BRCA1 expr up: 3%

How did CNc1nc2ccccc2n1CC(=O)c1ccccc1 do in these assays?
TRPV1 agonist: 0; USP2a block: 0%; Integrin act MD: 10%; p53 reactivation: 14%; Eya2 inh: -8%; ELG1 genotox: 8%; TSG101-PTAP inh: -1%; ASM inhibitor: 2%; B2AR arrestin: -1.0%; uPA surface inh: -6%; BRCA1 expr up: 89%

What do the screens show for `COc1ccc(OCC(O)Cn2c(=N)n(CCN3CCCCC3)c3ccccc32)cc1` (stereo not given)?
TRPV1 agonist: 0; USP2a block: 5%; Integrin act MD: -52%[inhibitor]; p53 reactivation: inconclusive; Eya2 inh: -9%; ELG1 genotox: -7%; TSG101-PTAP inh: -7%; ASM inhibitor: 2%; B2AR arrestin: 0.1%; uPA surface inh: -11%; BRCA1 expr up: -38%

What do the screens show for `CCOC(=O)c1[nH]c(C)c(/C(O)=C2\C(=O)C(=O)N(CCN(C)C)C2c2ccco2)c1C` (stereo not given)?
TRPV1 agonist: -3; USP2a block: 0%; Integrin act MD: 27%; p53 reactivation: 7%; Eya2 inh: -6%; ELG1 genotox: 0%; TSG101-PTAP inh: 0%; ASM inhibitor: 1%; B2AR arrestin: -0.2%; uPA surface inh: 8%; BRCA1 expr up: 11%

How did COc1ccc(/C=C2/SC(=O)N(NS(=O)(=O)c3ccccc3)C2=S)cc1OC do in these assays?
TRPV1 agonist: 2; USP2a block: 2%; Integrin act MD: -25%; p53 reactivation: -11%; Eya2 inh: 11%; ELG1 genotox: 1%; TSG101-PTAP inh: -1%; ASM inhibitor: inconclusive; B2AR arrestin: -0.1%; BRCA1 expr up: -35%

How did Cc1cc(S(=O)(=O)Nc2ccccc2C)ccc1F do in these assays?
TRPV1 agonist: 6; USP2a block: 3%; Integrin act MD: 8%; p53 reactivation: -10%; Eya2 inh: -12%; ELG1 genotox: 4%; TSG101-PTAP inh: 3%; ASM inhibitor: -2%; B2AR arrestin: -0.1%; uPA surface inh: 2%; BRCA1 expr up: -11%

Results for Cc1cc(C)nc(/N=C(\N)Nc2ccc3c(c2)OCCO3)n1 ?
TRPV1 agonist: 3; USP2a block: 1%; Integrin act MD: -35%; p53 reactivation: 18%; Eya2 inh: -2%; ELG1 genotox: -4%; TSG101-PTAP inh: 0%; ASM inhibitor: 2%; B2AR arrestin: 0.0%; uPA surface inh: inconclusive; BRCA1 expr up: -31%

Results for Cc1ccc2c(CC(=O)O)coc2c1 ?
TRPV1 agonist: -3; USP2a block: 1%; Integrin act MD: 13%; p53 reactivation: 2%; Eya2 inh: 8%; ELG1 genotox: 3%; TSG101-PTAP inh: 0%; ASM inhibitor: 1%; B2AR arrestin: -0.3%; uPA surface inh: 0%; BRCA1 expr up: 9%

Results for CC(=O)c1ccc(N2CCN(S(=O)(=O)c3c(C)[nH]c(=O)[nH]c3=O)CC2)cc1 ?
TRPV1 agonist: -1; USP2a block: 1%; Integrin act MD: 4%; p53 reactivation: -1%; Eya2 inh: -1%; ELG1 genotox: 1%; TSG101-PTAP inh: -6%; ASM inhibitor: 7%; B2AR arrestin: 0.3%; uPA surface inh: 1%; BRCA1 expr up: -4%

Results for Brc1csc(/C=N/Nc2nc3ccccc3s2)c1 ?
TRPV1 agonist: -1; USP2a block: -6%; Integrin act MD: -10%; p53 reactivation: inconclusive; Eya2 inh: -6%; ELG1 genotox: inconclusive; TSG101-PTAP inh: 2%; ASM inhibitor: -1%; B2AR arrestin: 0.3%; uPA surface inh: -7%; BRCA1 expr up: -65%

Results for CCc1cnccc1CCC(=O)Nc1ccccc1C ?
Integrin act MD: 24%; TSG101-PTAP inh: -2%; ASM inhibitor: -2%; uPA surface inh: 3%; BRCA1 expr up: 0%
